# Source: PubChem BioAssay
# ERp5 inh = inhibitors of human ERp5; ERp5 insulin aggregation, absorbance 650 nm, 90 min; actives 0.05% (n = 350,000); inhibition, % at 9.99 µM; AID 651711;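 active = mean replicate inhibition above about 25%, with every replicate also reaching it, limit read from the data, passing the limit was not always enough; inconclusive = only one of those two criteria met; inactive = neither criterion met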
# E-selectin induc = induces E-selectin expression in human endothelial cells | P16581 | HUVEC E-selectin immunofluorescence imaging; normalized: neutral wells 0, TNF-alpha wells 100 | activation, % at 7.58 µM | actives 0.37% (n = 260,000) | AID 686992;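 active = mean E-selectin-positive cell signal at least 10% of the positive control, reached in at least 60% of replicates, without over 20% cell loss; inconclusive = no rule given, readout overlaps actives, possibly toxicity-flagged; inactive = the rest, including those meeting only one limit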;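 note: in these data hits start at about 27%; measured in HUVEC primary endothelial cells; signal is the percent of cells scored E-selectin positive by PE staining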
# Target sequence (P16581 whole entry, looked up): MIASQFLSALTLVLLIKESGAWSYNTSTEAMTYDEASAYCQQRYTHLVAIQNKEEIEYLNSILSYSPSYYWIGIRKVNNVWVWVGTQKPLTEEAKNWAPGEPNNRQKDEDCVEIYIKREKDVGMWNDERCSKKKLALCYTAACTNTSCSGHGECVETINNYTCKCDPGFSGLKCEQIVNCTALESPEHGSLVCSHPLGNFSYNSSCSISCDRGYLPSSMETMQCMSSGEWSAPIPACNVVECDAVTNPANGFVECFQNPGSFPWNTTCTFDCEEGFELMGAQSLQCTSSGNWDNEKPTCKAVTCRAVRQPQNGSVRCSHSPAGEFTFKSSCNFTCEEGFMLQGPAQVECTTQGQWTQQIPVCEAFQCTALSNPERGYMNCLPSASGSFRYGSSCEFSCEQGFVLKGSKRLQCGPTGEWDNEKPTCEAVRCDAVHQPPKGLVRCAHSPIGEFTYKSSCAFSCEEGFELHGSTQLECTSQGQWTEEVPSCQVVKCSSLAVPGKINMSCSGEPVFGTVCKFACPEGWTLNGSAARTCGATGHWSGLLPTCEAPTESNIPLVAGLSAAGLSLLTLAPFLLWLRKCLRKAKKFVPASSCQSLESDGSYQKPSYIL
#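 System: HUVEC, human umbilical vein endothelial cells; quantity: 3,000 cells/well; buffer or medium: EGM-2 medium, gelatin-coated wells; dosing: single-point compound dose; detection: immunofluorescence imaging; evaluation: % PE-positive cells; benchmarks: TNF-alpha, DMSO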
# PglD DTNB = blocks C. jejuni PglD acetyltransferase activity | purified PglD enzyme, DTNB colorimetric CoA detection | inhibition, % at 12.5 µM | actives 0.098% (n = 360,000); in the data active = inhibition above about 16%, passing the limit was not always enough; inconclusive = no clear call, values can overlap the other calls; note: strong numbers were not always called active
# Casp6 inh = blocks human caspase-6 cleavage activity; P55212; purified caspase-6, Z-VEID-R110 cleavage fluorescence; inhibition, % at 12.5 µM; actives 0.53% (n = 350,000); AID 686996;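 active = mean inhibition across replicates at least about 35%, with every replicate also reaching that limit, limit read from the data; inconclusive = only one of the two criteria met; inactive = neither criterion met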;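 note: 0% = median of neutral control wells and 100% = no fluorescence left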
# Target sequence (P55212 24-179 limits assumed): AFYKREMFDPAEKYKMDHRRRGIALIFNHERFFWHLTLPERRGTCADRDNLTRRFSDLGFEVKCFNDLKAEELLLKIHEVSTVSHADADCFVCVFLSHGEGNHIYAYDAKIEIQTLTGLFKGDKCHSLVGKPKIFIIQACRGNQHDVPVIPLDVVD
# Target sequence (P55212 194-293 limits assumed): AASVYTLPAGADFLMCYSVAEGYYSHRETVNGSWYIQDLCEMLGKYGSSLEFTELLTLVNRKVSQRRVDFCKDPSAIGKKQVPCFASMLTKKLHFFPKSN
# esBAF inh = blocks esBAF chromatin remodeling in mouse ES cells; Bmi1-luciferase knock-in reporter, 24 h; 100% = twice the neutral-well signal; reporter increase, % at 12.5 µM; actives 2% (n = 350,000); AID 602393; in the data active = activation above about 40%; inconclusive = no clear call, values can overlap the other calls;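 note: 0% = median of the plate's neutral control wells and 100% = double that signal; a rise in the Bmi1 reporter signal indicates esBAF inhibition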
# ARNT-TACC3 inh = ARNT/TACC3 interaction disruption; Q9Y6A5; AlphaScreen His-ARNT PAS-B/GST-TACC3 binding, luminescence; TACC3 fragment carries E629A point mutation; inhibition, % at 9.99 µM; actives 0.66% (n = 390,000); AID 623870;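 active = mean inhibition of replicates at least 50% and at least half of replicates each reaching 50%; inconclusive = half or more replicates reach 50% but mean below 50%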;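 note: 0% = complete ARNT plus TACC3 wells and 100% = ARNT alone without TACC3; many hits fall short of the cut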
# RAD54 branch = blocks human RAD54 Holliday junction branch migration. AID 602329. actives 0.14% (n = 360,000). FAM/BHQ fluorescence. inhibition, % at 10.4 µM;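 active = mean normalized replicate activity at least 40 and at least half of replicates scoring 40 or more; inconclusive = only one of the two criteria met; inactive = mean below 40 and under half of replicates reaching 40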;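 note: 0% = median of neutral control wells and 100% = median of positive control wells; inhibitors cause a drop in the FAM fluorescence signal; in these data hits start at about 50%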
# RAD52 inh = RAD52 (human) annealing inhibition; actives 0.46% (n = 360,000); AID 651710; inhibition, % at 18.7 µM; recombinant RAD52 DNA annealing, FRET fluorescence;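 active = every replicate showing at least 50% inhibition; inconclusive = mean inhibition at least 50% but not in every replicate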
# The depositor's hits bear a star; ? = inconclusive; / = no result given.
SMILES,ERp5 inh,E-selectin induc,PglD DTNB,Casp6 inh,esBAF inh,ARNT-TACC3 inh,RAD54 branch,RAD52 inh
O=C(Cn1cc2c(n1)CCCCC2)Nc1c(F)c(F)cc(F)c1F,1,/,-3,0,-4,-14,-8,-18
CC1(C(=O)NCc2ccccc2)CSCC(=O)N1Cc1cccs1 (centres undefined),-6,0.0,/,5,/,/,/,-12
Cc1noc(C)c1S(=O)(=O)Nc1ccc2c(c1)C(=O)N([C@H](C)CO)C[C@@H](C)[C@H](CN(C)S(=O)(=O)c1cn(C)cn1)OCCCC[C@@H](C)O2,-1,/,-3,-1,-2,-7,6,0
CC(C)NC(=O)Nc1ccc2c(c1)C(=O)N([C@H](C)CO)C[C@@H](C)[C@H](CN(C)S(=O)(=O)c1ccccc1)OCCCC[C@H](C)O2,4,0.1,-2,2,1,2,-5,7
CC1CC=CCC1(CO)CO (centres undefined),5,-0.1,8,-2,2,-3,-2,4
Cc1cc(NC(=O)c2ccc(NC(=O)C(C)Oc3ccccc3)cc2)no1 (centres undefined),/,/,2,/,3,-52,-17,/
O=C(CSc1nc2nc[nH]c2c(=O)[nH]1)NC1CCCCC1,/,/,-1,/,0,-2,0,/
COc1ccc2c3c([nH]c2c1)[C@@H](CO)N(Cc1ccccn1)CC31CCN(C(=O)c2ccccn2)CC1,0,-0.3,/,0,/,/,/,-116
Cc1ccccc1S(=O)(=O)N1CCCCN2[C@H](CO)[C@H](c3ccc(C#CCN(C)C)cc3)[C@@H]2C1,-2,-0.3,3,-2,-2,3,-5,20
Cc1nc(C(=O)Nc2cccc(Cl)c2)nn1-c1cc(OC(C)C)c(Cl)cc1Cl,0,-2.5,1,-2,1,-11,4,11
CN(CC(=O)Nc1ccccc1Cl)C1CCS(=O)(=O)C1 (centres undefined),12,/,1,1,0,/,-9,1
CN(C)[C@@H](CO)c1nnc([C@H](CC(=O)O)NC(=O)C2CCNCC2)o1,-4,-0.1,0,-7,-10,-5,2,-8
O=C(Nc1ccccc1)c1ccc(-c2ccc(Br)cc2)o1,/,1.7,/,/,7,-22,-21,/
C=CCN(C(=O)c1oc2c(Cl)cc(C)cc2c1C)C1CCS(=O)(=O)C1 (centres undefined),-3,/,-3,-1,64*,5,8,-7
CN1CCN(C2CC(=O)N(CCc3ccccc3)C2=O)CC1 (centres undefined),2,1.7,-5,0,-4,-6,-5,-19
COc1ccc(OC)c(CN2CCN(C(=O)CN3C(=O)NC4(CCCC4)C3=O)CC2)c1,5,/,/,-2,/,-3,/,1
COc1cccc(S(=O)(=O)N2CC[C@@H]3[C@H](CO)N(C)c4ccc(C5=CCCCC5)cc4[C@@H]32)c1,/,-0.3,3,/,2,-1,6,/
O=C(COC(=O)CCc1nc2ccccc2s1)Nc1ccc(Cl)cn1,1,/,-3,-1,-2,-2,-2,-33
O=C(C[C@@H]1C=C[C@@H](NC(=O)CCN2CCCCC2)[C@H](CO)O1)Nc1ccccc1,-2,-0.2,/,-1,/,/,/,39
Cc1cc(C)c(NC(=O)CSc2nc3ccncc3[nH]2)c(C)c1,2,/,-2,-2,-5,/,-14,-14
CCCN1C[C@@H](C)[C@H](OC)CN(C)C(=O)c2cc(NS(=O)(=O)CC)ccc2OC[C@@H]1C,-2,0.3,-1,-1,1,2,-5,5
Cc1cccc(C)c1OCc1cc(C(=O)N2CCC(c3ccncc3)CC2)no1,11,/,5,-1,?,5,-11,-12
CCOCCCNC(=O)c1ccc(OC)c(OC2CCN(C(C)C)CC2)c1,-3,/,-3,2,0,-4,10,-8
OC[C@@H]1Nc2ccc(-c3cccc(F)c3)cc2[C@@H]2[C@H]1CCN2Cc1ccncc1,0,0.4,/,-2,/,/,/,-31
OCC[C@H]1C[C@H](O)[C@@H](O)[C@]2(CCCc3ccccc3O2)O1,3,0.0,5,-7,-3,-3,-2,5

# Remaining list, next part:
SMILES,ERp5 inh,E-selectin induc,PglD DTNB,Casp6 inh,esBAF inh,ARNT-TACC3 inh,RAD54 branch,RAD52 inh
Nc1c(N(CCO)C(=O)COc2ccc(Cl)cc2)c(=O)[nH]c(=O)n1Cc1ccccc1,1,2.2,/,1,/,3,/,-16
Cc1cccc(N2C(=O)C(O)=C(C(=O)c3cccs3)C2c2ccc(Cl)cc2)n1 (centres undefined),4,-0.1,/,4,/,-6,/,-14
Cc1cc(Br)ccc1NC(=O)CN1C(=O)C2CC=CCC2C1=O (centres undefined),17,/,-4,5,-2,-3,6,-4
CC(=O)Nc1ccc(S(=O)(=O)NNC(=O)c2ccc3c(c2)OCO3)cc1,-1,-1.6,-2,2,-3,-3,-11,-3
COc1cccc(N=C2SC(C(=O)Nc3ccccc3F)CC(=O)N2C)c1 (centres undefined),/,/,-3,/,-5,-3,7,/
CN(CCNC(=O)C1CC(=O)N(C2CCCC2)C1)Cc1ccccc1 (centres undefined),-5,1.2,-2,-2,-12,-14,-7,-10
C=CCOc1ccc(/C=C/C(=O)OCC(=O)NCCC2=CCCCC2)cc1,0,0.6,-1,1,-2,-6,-12,10
Cc1nc2cc(NC(=O)NC3CC3)ccc2n1C,7,/,/,2,/,-4,/,-2
CC(C)C(OC(=O)CN1C(=O)COc2ccccc21)C(=O)NC1CCCC1 (centres undefined),/,/,3,/,-11,-8,-2,/
Cc1ccc(S(=O)(=O)N2[C@H](CC(=O)Oc3ccccc3)OC[C@@H]2C(C)C)cc1,3,0.0,/,1,/,/,/,6
CCCNC(=O)c1ccc(C)c(NC(=O)C2=C(C)OCCS2)c1,1,1.5,-4,1,0,0,2,-6
Cc1ccsc1/C=N/NC(=O)CNC(=O)c1ccc(S(=O)(=O)N(C)C)cc1,5,/,2,-2,-1,16,-9,-3
O=C(NCc1cccnc1)c1cc(C2CCCCN2C(=O)CCCc2ccccc2)on1 (centres undefined),3,0.4,-3,5,-5,/,-4,0
O=C(c1ccccc1F)N1C[C@@H]2[C@H](c3ccccc31)[C@H](CO)N2Cc1ccc2c(c1)OCO2,-3,0.4,-2,/,-3,-6,-14,2
CCn1ccc(C(=O)Nc2ccc(Cl)cn2)n1,3,-0.1,-3,2,48*,-5,4,-10
CC(=O)Cn1c2ccccc2n2nc(CCC(=O)O)c(=O)nc12,-3,/,-6,2,-7,19,-7,-8
O=C(COc1ccc(S(=O)(=O)N2CCOCC2)cc1)Nc1ccc(Cl)c(C(F)(F)F)c1,-8,/,-5,1,-12,5,3,-7
CNC(=O)CSc1nnc(-c2ccco2)n1-c1cccc(OC)c1,0,0.1,1,-2,-1,-4,1,-7
CC1Cc2ccccc2N1C(=O)c1cnc2sccn2c1=O (centres undefined),5,/,-2,0,5,-10,0,-6
CC(=O)Nc1cccc(C(=O)NNC(=O)c2ccc(-n3cnnn3)cc2)c1,-1,-0.1,-2,-1,1,4,-4,-14
O=C(c1ccccc1F)N1CCc2ccccc21,/,0.0,5,/,0,1,-4,/
Cc1ccc(NC(=O)COc2ccc(-n3cnnn3)cc2)cc1C,/,/,-6,/,-9,-2,-2,/
Cc1nnc(Nc2ccc(S(N)(=O)=O)cc2)c2ccccc12,2,/,6,-1,3,-4,-6,-12
COc1ccccc1/C=N/NC(=O)C(C)Cn1cnc2ccccc21 (centres undefined),-3,/,1,0,/,-8,-1,3
O=C(O)COCC(=O)NCc1nc(-c2ccc(C(F)(F)F)cc2)no1,3,/,8,0,/,-1,-2,-13

# Some of these compounds in order of their number in Casp6 inh, rising:
Structure | ERp5 inh | PglD DTNB | Casp6 inh | esBAF inh | ARNT-TACC3 inh | RAD52 inh
CC(=O)Nc1cccc(C(=O)NNC(=O)c2ccc(-n3cnnn3)cc2)c1 | -1 | -2 | -1 | 1 | 4 | -14
O=C(O)COCC(=O)NCc1nc(-c2ccc(C(F)(F)F)cc2)no1 | 3 | 8 | 0 | / | -1 | -13
CCn1ccc(C(=O)Nc2ccc(Cl)cn2)n1 | 3 | -3 | 2 | 48* | -5 | -10

# (continued)
SMILES,ERp5 inh,E-selectin induc,PglD DTNB,Casp6 inh,esBAF inh,ARNT-TACC3 inh,RAD54 branch,RAD52 inh
C=CCn1c(=O)n(C)c2c(=O)n(C)c(=O)n(C)c21,0,0.3,-5,-1,-3,2,1,-7
CCOC(=O)C1=C(COC(=O)Cc2ccccc2F)NC(=O)NC1C (centres undefined),0,0.0,3,0,/,0,8,-13
O=C(Nc1ccnn1C1CCNCC1)c1ccc2c(c1)OCO2,-4,/,-2,6,-6,-2,-1,-19
O=C(NCCc1ccccc1)C1CCC(Cn2c(=O)c3ccccc3n(Cc3cccc(Cl)c3)c2=O)CC1 (centres undefined),0,0.0,-2,5,3,20,-1,-9
O=C(OCc1ccccc1)C1CCCN1C(=O)c1cccs1 (centres undefined),/,/,-4,/,-3,7,0,/
CC1CCCC(NC(=O)c2ccc3c(c2)OCCO3)C1C (centres undefined),-2,/,-2,0,?,-9,-1,2
CCNc1nc(NCC)n2c(SCC(=O)Nc3ccc(C)c(C)c3)nnc2n1,5,-0.2,3,37*,-5,-1,0,-27
COc1ccccc1NC(=O)c1cccc(S(=O)(=O)N2CCN(c3ccccc3)CC2)c1,-4,/,/,1,3,/,/,2
O=C(C1CC1)N1CC(=O)N2[C@H](C1)[C@@H](c1ccc(-c3cccnc3)cc1)[C@@H]2CO,-17,-0.1,/,-2,/,/,/,5
N#C[C@@H]1N[C@H](CO)[C@@H]1c1ccc(/C=C/c2ccccc2)cc1,5,-0.2,-3,1,-3,5,6,-11
O=C(Nc1cc([N+](=O)[O-])ccc1Cl)c1ccc2c(c1)OCO2,3,/,/,-2,/,-3,/,-10
COC(=O)c1ccccc1NC(=O)CN1CCN(c2ccccn2)CC1,-2,/,/,-1,/,-1,/,2
CC(=O)Nc1ccc(NC(=O)c2nc(S(=O)(=O)Cc3ccccc3)ncc2Cl)cc1,5,/,4,9,-45,1,-5,6
CC(=O)Nc1ccc(OCC(O)Cn2nc(C)c(Br)c2C)cc1 (centres undefined),/,/,1,/,1,-7,7,/
COCC(=O)Nc1ccc2c(c1)C(=O)N(C)C[C@@H](OC)[C@H](C)CN(Cc1ccccc1C(=O)O)[C@H](C)CO2,0,-0.2,-3,-3,-10,-8,6,5
CC(C)C[C@@H]1CN=C(N)N1C[C@@H]1CCCN1C[C@H](C)N1C[C@@H](Cc2ccccc2)N(CCCC2CCCC2)C1=N,5,-0.1,-10,-4,-2,9,14,47
Cc1ccc2nc(NCCCNC(=O)c3cnccn3)c(C#N)cc2c1,2,/,0,5,-1,-6,-19,-7
Cn1c(=O)oc2cc(S(=O)(=O)N3CCC(C(=O)NCC4COc5ccccc5O4)CC3)ccc21 (centres undefined),2,-0.4,-4,1,-51,-6,-5,-6
C[C@H](NC(=O)C1CCN(S(=O)(=O)c2ccccc2)CC1)C(=O)NCc1cccnc1,-9,-0.1,0,1,3,/,-15,-4
O=C(C[C@@H]1CC[C@H]2[C@@H](COC[C@@H](O)CN2Cc2ccccc2)O1)N[C@H]1CCN(Cc2ccccc2)C1,-1,0.0,1,1,-1,13,-3,20
CC(=O)c1ccc(NC(=O)c2cc(C)no2)cc1,2,-0.1,/,1,2,/,/,-12
CN1C(=O)c2cc(NS(=O)(=O)c3ccccc3Cl)ccc2OC[C@@H]2O[C@@H](CC(=O)O)CC[C@@H]21,4,-0.1,1,1,2,12,11,-13
CCOC(=O)N1CCN(C(=O)c2ccc(C)c(S(=O)(=O)N3CCCCC3)c2)CC1,4,0.9,4,-1,3,-2,-4,1

# Not a hit list (roughly 3.2% active in at least one column).
